HMGR II inh – E. faecalis class II HMG-CoA reductase inhibition. purified E. faecalis HMGR, NADPH absorbance 340 nm kinetic. inhibition, % at 10 µM. 190,000 tested, 0.41% active. AID 1066;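 active means inhibition above a set limit, the median over all tested compounds plus 3 SD, cut at about 9.5% in these data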;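 further: enzyme runs in reverse so mevalonate oxidation gives rising NADPH absorbance; 0% = complete reaction with DMSO and 100% = background rate lacking mevalonate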
Hsp70 act – Hsp70 transcriptional activation, primary screen. AID 1203. activation, % at 10 µM. 200,000 tested, 0.04% active. HeLa Hsp70 promoter luciferase reporter, luminescence; scaled: vehicle 0, proteasome-inhibitor control 100%;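 active means activation above the mean across all tested compounds plus 3 SD, cutoff set per campaign, cut at about 5.5% in these data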;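 further: 100% = MG132 at 30 µM as the positive control and 0% = DMSO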
RAM inhibit – yeast RAM network inhibition | S. cerevisiae dse1pr::URA3 reporter, 5-FOA growth OD615, 2 d; analog-sensitive cbk1-as2 kinase mutant strain | 190,000 tested, 1.8% active | inhibition, % at 50 µM;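 active means inhibition above a set limit, 3 SD over mean compound inhibition, cut at about 8.4% in these data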;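 further: 0% = DMSO-only wells with no growth and 100% = 10 µM 1-NA-PP1 full growth; inhibition rescues growth on 5-FOA so higher OD means more RAM inhibition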
TNAP inh no acc – blocks human TNAP activity with no phosphate acceptor present. P05186. AID 1012. purified TNAP, CDP-star luminescence, 30 min. inhibition, % at 20 µM. 200,000 tested, 0.26% active;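 active means tissue-nonspecific alkaline phosphatase inhibition above about 50% at 20 µM in the single-dose screen, limit read from the data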;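 further: 0% = DMSO negative control and 100% = EDTA positive control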
S1P3 antag – blocks the human S1P3 receptor | Q99500 | CHO S1P3 NFAT-BLA reporter, FRET fluorescence, antagonist mode | inhibition, % at 4.98 µM | 170,000 tested, 0.27% active | AID 485;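 active means inhibition above the plate cutoff, the mean inhibition of test wells on that plate plus 3 SD, cut at about 28% in these data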;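 further: cells challenged with S1P at its EC80 of 0.8 µM; blue over green emission ratio from cleaved BLA substrate after 4 h stimulation; 0% = S1P-stimulated wells and 100% = unstimulated DMSO-only wells; some compounds past the cut are filed as inactive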
Target sequence (Q99500 whole entry, looked up): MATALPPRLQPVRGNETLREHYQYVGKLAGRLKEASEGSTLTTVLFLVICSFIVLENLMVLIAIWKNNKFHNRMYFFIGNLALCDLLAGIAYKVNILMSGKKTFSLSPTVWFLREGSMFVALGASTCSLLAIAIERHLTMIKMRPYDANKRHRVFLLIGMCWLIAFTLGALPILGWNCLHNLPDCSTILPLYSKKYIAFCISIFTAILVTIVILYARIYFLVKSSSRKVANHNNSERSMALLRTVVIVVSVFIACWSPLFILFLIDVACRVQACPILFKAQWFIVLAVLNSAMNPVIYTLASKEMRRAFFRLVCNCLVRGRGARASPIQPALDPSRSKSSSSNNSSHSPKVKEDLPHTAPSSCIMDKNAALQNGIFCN
Lmaj promast – reduces viability of Leishmania major promastigotes | resazurin fluorescence viability | inhibition, % at 10 µM | 200,000 tested, 9% active; in the data active means inhibition above about 50%;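 further: promastigotes grown with compound for 44 hours at 28 °C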
PMI act satM6P – PMI (human) activation, high substrate; P34949; 190,000 tested, 0.34% active; coupled PMI enzyme assay, resazurin fluorescence, 20 min; hits give high values; 1 = untreated enzyme, 0 = substrate-free blank; activation factor at 20 µM;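 active means activation factor of 2 or more at 20 µM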
Target sequence (P34949 whole entry, looked up): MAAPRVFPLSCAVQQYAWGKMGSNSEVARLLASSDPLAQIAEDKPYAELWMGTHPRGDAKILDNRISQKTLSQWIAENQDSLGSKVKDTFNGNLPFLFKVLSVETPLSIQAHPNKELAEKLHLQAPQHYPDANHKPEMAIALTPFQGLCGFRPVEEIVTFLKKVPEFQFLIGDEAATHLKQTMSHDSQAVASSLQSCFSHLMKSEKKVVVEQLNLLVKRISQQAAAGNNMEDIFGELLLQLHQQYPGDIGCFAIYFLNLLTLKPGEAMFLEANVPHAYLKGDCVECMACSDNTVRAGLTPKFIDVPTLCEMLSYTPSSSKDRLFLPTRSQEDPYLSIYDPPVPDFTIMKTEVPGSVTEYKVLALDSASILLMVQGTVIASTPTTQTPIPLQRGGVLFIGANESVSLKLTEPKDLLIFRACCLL
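Material: human phosphomannose isomerase with PGI, G6PDH, diaphorase coupling enzymes. Quantity: 15 ng/mL PMI. Medium: HEPES pH 7.4 buffer with MgCl2 and Tween-20. Reagent: Near-saturating mannose-6-phosphate, 1.0 mM. Compound: 20 µM single dose. Times: enzyme reaction with compound 20 min at room temperature. Detection: resorufin fluorescence at Ex 544/Em 590 nm.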
PMI activator – increases human mannose-6-phosphate isomerase activity | P34949 | purified human PMI, coupled resazurin fluorescence, 20 min; hits give high values; 1 = vehicle control, 0 substrate-free wells | activation factor at 20 µM | 190,000 tested, 0.005% active | AID 1214;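 active means activation factor of 2 or more at 20 µM, relative to plate controls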
Redox H2O2 prof – compounds producing H2O2 with reducing agent – biochemical, NIH compound library profiling, artefact control for MLSCN library redox annotation, primary screen. DTT-dependent redox cycling H2O2, phenol red/HRP absorbance; 100% = 100 µM peroxide control, 0% = buffer. 200,000 tested, 0.03% active. activation, % at 10 µM;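 active means activation of at least 50% relative to the plate's high and low controls in the primary single-dose screen; inactive means activation below 50%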;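 further: compound incubated with DTT at 0.8 mM final as the reducing agent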
TNAP inh hiacc – TNAP (human) inhibition, high acceptor. P05186. purified TNAP, CDP-star luminescence, 1 M DEA. inhibition, % at 20 µM. 200,000 tested, 0.03% active. AID 1135;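 active means over 50% inhibition of tissue-nonspecific alkaline phosphatase at 20 µM in the single-dose screen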;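 further: plate controls were DMSO wells for no effect and EDTA-quenched wells as full inhibition for full effect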
* hit, by the source's call; · = no result given.

no. | SMILES | PMI activator | S1P3 antag | HMGR II inh | Redox H2O2 prof | TNAP inh hiacc
1 | NC(=O)NC(=O)CSc1nc(C2CCCCC2)n(-c2ccccc2)n1 | 1 | -2 | 0 | · | -3
2 | CC(C)c1ccc(N(C(=O)c2cc3ccccc3oc2=O)C2C=CS(=O)(=O)C2)cc1 (centres undefined) | 0.9 | -22 | 1 | 0.7 | 1
3 | O=c1[nH]c2ccccc2nc1/C=C(\O)c1cccs1 | 1.2 | 4 | 6 | -0.8 | 17
4 | CC(C)(C)NC(=O)Nc1ccc(F)c(Cl)c1 | 0.9 | -39 | 1 | 0.8 | -4
5 | O=C1CCCN1CCCNC(=S)Nc1cccc2ccccc12 | 0.9 | -11 | -3 | -0.3 | -7
6 | c1ccc2c(-c3nn[nH]n3)cccc2c1 | 1.1 | 5 | 0 | 0.0 | -1
7 | Cc1cc(O)cc2c(=O)c3ccccc3sc12 | 1.2 | 5 | 2 | -2.0 | 12
8 | COc1ccc(C(=O)Oc2ccc3oc(=O)sc3c2)cc1 | 1 | · | -1 | 0.1 | 5
9 | CO/N=C(\CS(=O)(=O)Cc1ccc(OC)cc1)c1ccc(Cl)cc1 | 1 | · | 4 | 1.7 | -7
10 | O=C(NCC1CCCO1)C(c1ccc(F)cc1)N(Cc1ccc(F)cc1)C(=O)Cn1nnc(-c2cccs2)n1 (centres undefined) | 0.9 | · | -5 | 0.5 | 3
11 | O=C(COc1ccc(-c2nnco2)cc1)NCc1ccccc1Cl | 1 | 2 | 1 | 0.3 | -5
12 | C(=NCCCN1CCOCC1)c1ccc2c(c1)OCO2 | 0.9 | 14 | -2 | -3.5 | -5

no. | Hsp70 act | Lmaj promast | PMI act satM6P | TNAP inh no acc | RAM inhibit
1 | -0.2 | 47 | 1 | 1 | 3.5
2 | -0.2 | 6 | 1 | -20 | 5.0
3 | 0.1 | 3 | 1.1 | 5 | 2.0
4 | 0.1 | 6 | 0.9 | -8 | 3.1
5 | -0.3 | 18 | 0.8 | -18 | 1.5
6 | -0.3 | -9 | 1.1 | -18 | 0.6
7 | -0.1 | -1 | 1 | 4 | 0.8
8 | -0.2 | -7 | 0.9 | -7 | 7.1
9 | -0.1 | -7 | 1 | -12 | 3.5
10 | -0.4 | 3 | 0.9 | -1 | 7.4
11 | -0.2 | -3 | 1.1 | -9 | 2.3
12 | 0.1 | -3 | 0.9 | -12 | -0.7

(list continues)
no. | SMILES | PMI activator | S1P3 antag | HMGR II inh | Redox H2O2 prof | TNAP inh hiacc
13 | CCOC(=O)c1ccc(-n2c(N)c(C(=O)NCC3CCCO3)sc2=S)cc1 (centres undefined) | 0.7 | · | -2 | 0.7 | 0
14 | O=C(O)C1CCN(C(=O)COc2ccc(Br)cc2)CC1 | 1 | -16 | 0 | -1.5 | 0
15 | O=C(CNS(=O)(=O)c1ccc(Cl)cc1)OCC(=O)N1CCCc2ccccc21 | 0.9 | 2 | -8 | 0.0 | 1
16 | CCOc1ccc(-n2c(COc3ccccc3)nnc2SCC(N)=O)cc1 | 1 | -53 | -4 | 1.2 | -8
17 | CCOCC(=O)Nc1c(C(=O)Nc2ccccc2OC)oc2ccccc12 | 1 | -34 | -9 | 1.6 | -4
18 | N/C(=N\OC(=O)c1ccc(F)cc1)c1ccccc1 | 0.9 | · | -4 | 0.1 | -3
19 | Cc1nn(-c2ccc([N+](=O)[O-])cc2)c2c1C(c1ccc(OC(F)F)cc1)N1C(=N2)C(=O)Nc2ccccc21 (centres undefined) | 0.9 | 4 | -4 | -1.0 | 8
20 | O=C(CO/N=C/c1ccccc1)Nc1c(F)c(F)c(F)c(F)c1F | 1 | -11 | 4 | -0.2 | -6
21 | CCCCNC(=O)/C(C#N)=C/c1ccc(F)cc1F | 1.1 | -2 | -2 | 0.2 | -1
22 | COc1cccc(C2C(C#N)=C(N)SC(c3ccccc3)C2[N+](=O)[O-])c1 (centres undefined) | 0.8 | -26 | -2 | -0.4 | -7
23 | COc1ccccc1-c1c(C)nn2c(N3CCCCCC3)cc(C)nc12 | 0.8 | 4 | -2 | -0.8 | -6
24 | CC(c1ccccc1)n1cc(C(=O)NCCN2CCOCC2)nn1 (centres undefined) | 1.1 | · | 1 | 0.3 | -2

no. | Hsp70 act | Lmaj promast | PMI act satM6P | TNAP inh no acc | RAM inhibit
13 | -0.4 | -3 | 0.9 | -12 | 0.5
14 | 0.4 | -8 | 1 | -3 | 0.5
15 | 0.6 | -6 | 0.9 | -16 | 0.2
16 | -0.1 | 2 | 0.9 | -11 | 0.1
17 | -0.1 | 0 | 1 | -10 | 7.0
18 | 0.3 | 4 | 0.9 | -5 | -1.4
19 | 0.1 | 68* | 1 | 6 | 6.1
20 | -0.3 | -5 | 1.1 | -20 | 0.6
21 | 0.2 | 14 | 1.1 | 13 | -1.0
22 | -0.1 | 28 | 0.8 | -13 | 3.5
23 | -0.2 | 79* | 0.8 | -8 | 2.0
24 | -0.3 | -3 | 1.1 | -4 | 1.1

Limited to TNAP inh hiacc and RAM inhibit (two entries from above):
| # | mol | TNAP inh hiacc | RAM inhibit |
| --- | --- | --- | --- |
| 10 | O=C(NCC1CCCO1)C(c1ccc(F)cc1)N(Cc1ccc(F)cc1)C(=O)Cn1nnc(-c2cccs2)n1 (centres undefined) | 3 | 7.4 |
| 2 | CC(C)c1ccc(N(C(=O)c2cc3ccccc3oc2=O)C2C=CS(=O)(=O)C2)cc1 (centres undefined) | 1 | 5.0 |

(further entries)
no. | SMILES | PMI activator | S1P3 antag | HMGR II inh | Redox H2O2 prof | TNAP inh hiacc
25 | Cn1cc(Cl)c(-c2n[nH]c(=S)n2-c2ccccc2)n1 | 1 | -19 | -5 | -0.1 | -3
26 | CCC(CC)NC(=O)CO/N=C/c1ccc(Cl)cc1Cl | 0.9 | 0 | 3 | -2.4 | -1
27 | COc1ccc(C(=O)Nc2ccc([N+](=O)[O-])cn2)cc1OC | 1 | 4 | 5 | 0.0 | 3
28 | O=C(NCc1ccco1)c1ccccc1NS(=O)(=O)c1ccc(Cl)s1 | 1.1 | · | 0 | -0.3 | -2
29 | COc1cc(OC)cc(-c2nc3ccccc3c(=O)n2OC(=O)c2ccc(C)c(C)c2)c1 | 0.9 | -28 | -2 | 0.5 | -5
30 | Cc1cccc(NC(=O)COc2cccc3c2CCN(C)C3=O)c1 | 1.1 | -9 | 0 | -1.2 | -4
31 | CN(C)CCCNC(=O)CC(c1ccccc1)c1ccccc1O (centres undefined) | 1.1 | -6 | -7 | -1.7 | -2
32 | CC(C)[C@H](NC(=O)c1ccccc1)C(=O)N1CCc2ccccc21 | 1 | -4 | -5 | 0.0 | -3
33 | O=C(Cc1ccc([N+](=O)[O-])cc1)N/N=C/c1ccc([N+](=O)[O-])o1 | 1.3 | -16 | -1 | 1.6 | 7
34 | CC(=O)Nc1ccc(S(=O)(=O)Nc2nc3ccccc3nc2-n2ccc(=NC(=O)c3ccc(F)cc3)cc2)cc1 | 1.1 | 6 | -1 | 0.2 | 1
35 | Fc1ccc(CSc2ncnc3ccccc23)cc1 | 1 | -21 | 0 | -1.2 | -2
36 | Cc1cc2nc(C3CCN(C(=S)NCCCOC(C)C)CC3)[nH]c2cc1C | 0.9 | 9 | -4 | -0.5 | -8

no. | Hsp70 act | Lmaj promast | PMI act satM6P | TNAP inh no acc | RAM inhibit
25 | -0.2 | -8 | 1 | -2 | 1.0
26 | -0.5 | -5 | 0.9 | -1 | 0.1
27 | -0.2 | 0 | 1 | -9 | 2.3
28 | 0.2 | 4 | 1.3 | -12 | 1.2
29 | -0.4 | 73* | 1 | -22 | 3.9
30 | -0.1 | -3 | 1 | 2 | 1.1
31 | -0.3 | -7 | 1.1 | -2 | 6.0
32 | -0.1 | -1 | 1 | -13 | 3.1
33 | -0.1 | 100* | 1 | 2 | 0.6
34 | -0.1 | -5 | 1.1 | -10 | 12*
35 | -0.4 | 4 | 1.1 | -6 | 0.4
36 | -0.1 | -3 | 0.9 | -9 | 0.6

(next part)
no. | SMILES | PMI activator | S1P3 antag | HMGR II inh | Redox H2O2 prof | TNAP inh hiacc
37 | CCN(CC)S(=O)(=O)c1cc(F)ccc1OC | 1 | · | -4 | 0.7 | -2
38 | CCOC(=O)c1ccc(NS(=O)(=O)c2cnc[nH]2)cc1 | 0.8 | -14 | -2 | -2.8 | -3
39 | O=C(O)/C(=C\c1ccc(-c2ccc(F)cc2)o1)c1ccccc1 | 1.2 | -11 | -3 | 0.0 | -1
40 | Cc1cccc(C=Nc2ccc3c4c(cccc24)CC3)c1O | 0.6 | -3 | -1 | 0.2 | 5
41 | CNc1nc(C)c(C(=O)c2ccc(Cl)cc2)s1 | 1 | · | -6 | 0.3 | -1
42 | CCOC(=O)C1CCCN(C(=O)CN2C(=O)/C(=C/c3ccc(OC)cc3)Oc3ccccc32)C1 (centres undefined) | 0.8 | -8 | -3 | -0.4 | 0
43 | COc1ccccc1NC(=O)Nc1nnc(CC(=O)Nc2ccccc2)s1 | 0.9 | 3 | -5 | -0.5 | -5
44 | CS(=O)(=O)c1ccc(C(=O)NC2CCCc3ccccc32)cc1 (centres undefined) | 1.2 | 16 | -2 | -1.6 | -7
45 | COC(=O)c1ccc(-c2ccc(C(=O)N3CCCN(C)CC3)cc2)cc1 | 0.9 | -62 | -2 | -0.2 | -2
46 | COC(=O)c1c(Oc2nc(OC)cc(OC)n2)cccc1Oc1nc(OC)cc(OC)n1 | 1 | -1 | 0 | -0.1 | 0
47 | CCOC(=O)C1CCN(C(=O)COc2ccc(N(C)S(=O)(=O)c3cccs3)cc2)CC1 | 0.9 | -3 | -2 | 0.0 | -2
48 | Cc1ccccc1N(CC(=O)NCCSc1ccccn1)S(=O)(=O)c1ccccc1 | 1 | -8 | 1 | -0.4 | -3
49 | Cc1cccc(N2CN(Cc3cccnc3)CNC2=S)c1C | 0.9 | 4 | 2 | 0.3 | 1
50 | O=C(COC(=O)C1(c2ccc(F)cc2)CCCC1)N1CCN(C(=O)c2ccco2)CC1 | 0.9 | 6 | -6 | 0.1 | -6

no. | Hsp70 act | Lmaj promast | PMI act satM6P | TNAP inh no acc | RAM inhibit
37 | -0.2 | 1 | 0.9 | -11 | 0.5
38 | -0.3 | -7 | 0.9 | -7 | -0.1
39 | -0.3 | -3 | 1.2 | -23 | 0.9
40 | -0.2 | 4 | 0.5 | 0 | 0.8
41 | 0.2 | 1 | 1 | -5 | 2.5
42 | -0.4 | 74* | 0.9 | -20 | 7.2
43 | -0.2 | -6 | 1 | -8 | 4.7
44 | 0.1 | 1 | 1.2 | 4 | 1.9
45 | -0.1 | -4 | 0.9 | -4 | 1.5
46 | -0.1 | -4 | 1.1 | -2 | 1.5
47 | -0.1 | 1 | 0.9 | -7 | 2.1
48 | -0.1 | 5 | 1 | -7 | 0.6
49 | -0.3 | 11 | 1 | 2 | 1.0
50 | -0.3 | -5 | 0.9 | -1 | 0.3

Screening data deposited in PubChem by several laboratories.

Rows are unselected (roughly 12% active in at least one column).
